HCMV inh = qHTS Assay for inhibitors of the human cytomegalovirus (HCMV) | activity change, negative = inhibition, % at 57.5 µM | HFF cells, HCMV-luciferase reporter, 72 h; active compounds read low | actives 4.5% (n = 410,000); in the data active = activity change below about -60%; inconclusive = no clear call, values can overlap the other calls; inactive = above about -39%
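Screen run at 2 compound doses on HFFs infected with reporter HCMV, MOI 1 PFU/cell. Luciferase activity from cell lysates at 72 h post infection gave inhibition relative to buffer-only and Salinomycin wells.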
Tb PYK inh = qHTS of Trypanosoma Brucei Inhibitors. AID 624173, 2012. pyruvate kinase (Trypanosoma brucei), Q57TT1. actives 0.12% (n = 410,000). TbPYK enzyme, Kinase-Glo Plus ATP luminescence, 45 min. Potency, µM (top dose mostly 76.8 µM), for inactives: top-dose activity, negative = inhibition, most hits filed as inhibitors; also: potency is read from the fitted curve at half-maximal effect; nearly all actives have a fitted effect of over 50% in size
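Enzyme and substrate buffer are dispensed first and compound is pin-transferred. ADP at 130 uM final then starts the reaction, which runs 45 min at room temperature. Detection reagent is added for 10 min before luminescence is imaged.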
AmpC detergent = qHTS Inhibitors of AmpC Beta-Lactamase (assay with detergent); actives 0.041% (n = 370,000); AmpC hydrolysis of nitrocefin, absorbance 480 nm, 0.01% Triton; Potency, µM (top dose mostly 114 µM), inactives show top-dose activity change, negative = inhibition, actives largely listed as inhibitors; AID 485294, 2010; P00811;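 also: potency is read from the fitted curve at half-maximal effect; 0% = no-compound wells and -100% = no-enzyme wells; nearly all actives have a fitted effect of over 25% in size; some results filed as inactive show a strong effect at the top dose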
Target sequence (P00811 whole entry, looked up): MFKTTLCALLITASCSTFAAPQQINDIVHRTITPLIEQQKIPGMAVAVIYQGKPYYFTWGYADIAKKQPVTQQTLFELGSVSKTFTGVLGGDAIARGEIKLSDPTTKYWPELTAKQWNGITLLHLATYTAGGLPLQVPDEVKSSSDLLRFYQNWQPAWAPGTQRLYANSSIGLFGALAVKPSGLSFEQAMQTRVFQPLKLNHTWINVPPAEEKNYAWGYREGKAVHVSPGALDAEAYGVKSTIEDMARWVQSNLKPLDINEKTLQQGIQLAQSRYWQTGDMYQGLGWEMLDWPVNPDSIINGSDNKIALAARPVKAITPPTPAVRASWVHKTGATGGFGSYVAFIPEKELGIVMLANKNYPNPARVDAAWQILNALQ
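AmpC (5.3 nM in the dispensed reagent) in 20 mM phosphate pH 7.0 with 0.01% (detergent screen) or 0.0001% Triton X-100 was preincubated with compounds for 15 min at room temperature. Nitrocefin was then added from an 800 uM solution, and hydrolysis was followed at 480 nm.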
HCV inh = qHTS Assay for Inhibitors of Hepatitis C Virus (HCV); Huh7.5.1 HCVcc-Cre infection, luciferase reporter, 44 h; Potency, µM (highest dose often 41.8 µM), for inactives: at the highest dose activity change, negative = inhibition, most hits filed as inhibitors; actives 3.4% (n = 340,000); AID 651820, 2012; also: potency is read from the fitted curve at half-maximal effect
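A cell-based infection assay in which seeded cells (1,000 per well) receive test compound after 4 h, are inoculated with HCVcc-Cre at approximately 0.5 moi, and are incubated 44 h before luminescence detection.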
AMA1-RON2 inh = qHTS for Inhibitors of AMA1-RON; Towards Development of Antimalarial Drug Lead: Primary Screen | Plasmodium falciparum AMA1 (3D7) - RON2 peptide interaction | AlphaScreen AMA1-biotinylated RON2 peptide binding | Potency, µM (series often up to 58.2 µM), for inactives: top-dose activity change, negative = inhibition, usual class: inhibitors | actives 0.2% (n = 360,000);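 also: potency is read from the fitted curve at half-maximal effect; 0% = vehicle wells and -100% = peptide control; nearly all actives have a fitted effect of over 45% in size; some results filed as inactive show a strong effect at the top dose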
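AMA1 (3D7) with his tag at 25 nM final met compounds first, then biotinylated RON2 peptide at 25 nM; detection used donor plus acceptor beads, 10 µg/mL apiece, read by AlphaScreen after 30 min at room temperature.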
AmpC no deterg = qHTS Inhibitors of AmpC Beta-Lactamase (assay without detergent) | Potency, µM (highest dose often 57.1 µM), for inactives: top-dose activity change, negative = inhibition, usual class: inhibitors | AmpC nitrocefin hydrolysis, absorbance 480 nm, 0.0001% Triton | P00811 | actives 0.52% (n = 330,000) | AID 485341, 2010;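 also: potency is read from the fitted curve at half-maximal effect; plate controls were no compound for no effect and no enzyme for full effect; nearly all actives have a fitted effect of over 20% in size; some results filed as inactive show a strong effect at the top dose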
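20 mM phosphate pH 7.0 + 0.01% (detergent screen) or 0.0001% Triton X-100; 5.3 nM AmpC reagent; cpd preinc 15 min RT; nitrocefin (800 uM stock) to start; A480 q20 s × 4 min; Activity was normalised to no-enzyme and no-compound control wells.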
LmPK inh = qHTS Assay for Inhibitors of Leishmania Mexicana Pyruvate Kinase (LmPK) | Q27686 | purified LmPK, Kinase-Glo ATP luminescence, 1 h | Potency, µM (highest dose often 57.5 µM), without a hit: at the top dose activity change, negative = inhibition, most hits filed as inhibitors | actives 0.37% (n = 290,000); also: potency is read from the fitted curve at half-maximal effect
Target sequence (Q27686 whole entry, looked up): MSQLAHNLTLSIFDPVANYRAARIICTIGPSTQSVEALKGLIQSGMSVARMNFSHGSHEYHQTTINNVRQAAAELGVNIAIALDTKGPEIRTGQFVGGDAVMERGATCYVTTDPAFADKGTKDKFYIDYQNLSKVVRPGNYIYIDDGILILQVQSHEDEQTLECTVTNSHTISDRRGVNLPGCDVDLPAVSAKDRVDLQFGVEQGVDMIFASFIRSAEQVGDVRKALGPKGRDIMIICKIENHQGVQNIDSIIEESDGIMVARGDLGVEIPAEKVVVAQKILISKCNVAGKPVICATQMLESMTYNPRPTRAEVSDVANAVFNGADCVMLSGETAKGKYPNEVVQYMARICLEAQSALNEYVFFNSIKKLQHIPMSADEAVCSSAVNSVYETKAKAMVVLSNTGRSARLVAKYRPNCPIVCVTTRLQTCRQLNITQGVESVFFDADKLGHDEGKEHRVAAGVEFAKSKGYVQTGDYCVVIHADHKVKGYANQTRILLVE
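qHTS format; LmPK 0.1 nM; substrates PEP 0.5 mM and ADP 0.1 mM. One-hour room-temperature incubation, then coupled luciferase luminescence; 0.5 nM enzyme wells mark activation.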
* = called active by the depositor; ? = inconclusive; nt = not tested or not shown; & = joins results of further samples; [ ] = dose if it differs, or a comment. Unless noted, calls follow the shape of the dose curve; as a rule, active = well fitted curve in the direction sought with a large enough effect; inconclusive = small, poorly fitted or top-dose-only effect, or another doubt; inactive = no such curve, though single readings can be large; an effect the other way counts as inactive or inconclusive. Unless noted, % is scaled to controls: 0 for no effect and ±100 for the full control effect.

# | SMILES | HCMV inh | AmpC no deterg | AMA1-RON2 inh | AmpC detergent | LmPK inh | HCV inh | Tb PYK inh
1 | CCN1CCN(C(=O)COc2ccc(S(=O)(=O)NC(C)C)cc2)CC1 | 25 | -21% | 4% | -9% | 2% | -26% | -4%
2 | COC(=O)C(CSCc1ccccc1)NC(=O)CSc1nc(N)cc(=O)[nH]1 (stereo not drawn) | -9 | -23% | 2% | -9% | 0% | 4% | 3%
3 | CN1C(C)(C)c2ccccc2OS1(=O)=O | -21 | -3% | 2% | -16% | 0% | 8% | 2%
4 | CC(C)(C)NC(=O)NC(=O)COC(=O)CCCc1c[nH]c2ccccc12 | 89 | -11% | -25% | 0% | 1% | 26% | -22%
5 | Nc1cccc(-c2c[nH]c3ncc(-c4cccnc4)cc23)c1 | nt | nt | -26% | nt | nt | 0% | -9%
6 | Cc1cc(-n2cnc3c(=O)[nH]cnc32)ccc1N | -30 | -13% | -8% | -6% | -2% | 21% | -9%
7 | N#Cc1c(NC(=O)Cn2nc(C(F)(F)F)c3c2CCCC3)sc2c1CCC2 | -21 | -30% | -7% | 0% | -1% | -2% | ?
8 | CC(c1nccs1)N(C)C(=O)c1cn(Cc2cccc3ccccc23)nn1 (stereo not drawn) | 13 | 74%[activator] | -3% | 0% | 3% | -1% | 2%
9 | CC(C)Cc1nnc(NC(=O)CCN2C(=O)c3ccccc3C2=O)s1 | 42 | -13% | -3% | -16% | -2% | -8% | -1%
10 | O=c1[nH]c(=O)n(-c2cccc3ccccc23)c(O)c1/C=N/N1CCCCC1 | 11 | -9% | 17% | 1% | -3% | 19% | -4%
11 | Cc1ccc(C)c(NC(=O)c2cnccn2)c1 | -9 | -14% | 2% | ? | 4% | 6% | -4%
12 | CCCn1nnnc1NCc1cccn1C | 69 | -5% | -11% | -7% | -3% | ? | 1%
13 | CCNS(=O)(=O)c1ccc(NC(=O)c2cc(C(F)(F)F)nn2C)cc1 | -26 | -7% | 2% | 5% | 7% | -11% | -8%
14 | NC(=O)NCc1ccc(Cl)cc1 | -16 | -16% | 38%[activator] | 0% | 0% | 19% | 2%
15 | CC1CC(C)CN(S(=O)(=O)c2ccc(NN)nc2)C1 (stereo not drawn) | ? | -36% | 50%[activator] | 9% | 1% | -7% | 0%
16 | CCOC(=O)c1nnn(-c2nonc2N)c1-c1cccs1 | -21 | -7% | -3% | -12% | -2% | 6% | -2%
17 | Cc1ccc(CNC(=O)c2ccc3c(c2)CCN3S(=O)(=O)c2ccccc2)cc1 | -1 | nt | nt | 4% | nt | nt | -8%
18 | Cc1nc(NC(=O)CSc2nnc3ccccn23)c(Cl)cc1Cl | -34 | -18% | -10% | -11% | -2% | 6% | -6%
19 | O=C1CC(c2ccccc2)C(=O)N1c1cccc(O)c1 (stereo not drawn) | 57 | -21% | 1% | -8% | -1% | 0% | -7%
20 | O=C(C1CCN(S(=O)(=O)c2ccc(Br)s2)CC1)N1CCN(C2CCCCC2)CC1 | -6 | 163%[activator] | -14% | 4% | 15% | ? | -8%

(next part)
# | SMILES | HCMV inh | AmpC no deterg | AMA1-RON2 inh | AmpC detergent | LmPK inh | HCV inh | Tb PYK inh
21 | COc1cccc(S(=O)(=O)N(C)C[C@H]2Oc3cc(Br)ccc3S(=O)(=O)N([C@@H](C)CO)C[C@H]2C)c1 | -17 | nt | 0% | nt | nt | nt | 2%
22 | O=C1N/C(=N\c2ccccn2)SC1Cc1ccc(Cl)cc1 (stereo not drawn) | 26 | -19% | 2% | ? | -7% | 6% | 5%
23 | Cc1cc(C)c2c(C)c(C(=O)Nc3c(C)n(C)n(-c4ccccc4)c3=O)oc2c1 | 27 | -14% | 5% | -17% | 6% | 22% | 3%
24 | COc1ccc(C(O)c2nc(-c3ccncc3)cs2)cc1 (stereo not drawn) | -38 | nt | 0% | nt | nt | nt | 3%
25 | Cc1ccc(-c2nc3ncccc3o2)cc1NC(=O)COc1ccc(C(C)C)cc1 | -25 | nt | nt | -9% | nt | nt | -4%
26 | Cc1noc(C)c1C(=O)NCCCc1ccccc1 | 2 | -8% | 7% | ? | 2% | ? | -7%
27 | COC(=O)C[n+]1cccc2ccccc21 | 22 | -28% | -8% | -5% | 1% | 13% | -5%
28 | CC1CCCN(C(=O)CN2C(=O)NC(C)(c3ccc4ccccc4c3)C2=O)C1 (stereo not drawn) | 40 | 46% | -1% | nt | nt | -2% | -2%
29 | CCOC(=O)C1=C(COc2ccccc2)NC(=O)NC1c1ccc(Cl)cc1 (stereo not drawn) | -31 | -32% | -1% | -15% | -10% | -9% | 3%
30 | CC(=O)Nc1c(O)nc(SCC(=O)N2CCN(c3ccc(F)cc3)CC2)[nH]c1=O | -29 | nt | 41%[activator] | 3% | 4% | 14% | 6%
31 | CN1C(=O)CC(c2ccccc2)CC1=O | -2 | -17% | 12% | ? | nt | 15% | -1%
32 | CCOc1ccc(N2C(=O)NC(=O)/C(=C\c3cc(OC)c(OC)cc3[N+](=O)[O-])C2=O)cc1 | nt | -29% | 2% | 1% | 14% | ? | ?
33 | CC(C)OC(=O)CSc1nc2cccnc2n1C1CCCCC1 | 34 | 29% | 0% | 1% | -3% | ? | -2%
34 | COc1ccc(NC(=O)c2oc3ccccc3c2NC(=O)COc2ccccc2OC)c(OC)c1 | -16 | -15% | -1% | 0% | 3% | -2% | -3%
35 | CCCOc1cccc(C(=O)NCCNC(=O)c2ccco2)c1 | -15 | -15% | -10% | -12% | 2% | 11% | 5%
36 | CCCC1=C(C(=O)OCC)C(c2cccs2)C(C#N)=C(N)O1 (stereo not drawn) | 12 | -20% | -20% | -1% | 2% | 18% | 9%
37 | O=C(COC(=O)c1sc2ccccc2c1Cl)NCC1CCCCC1 | 30 | -2% | 5%[11.6 µM] | 13% | 7% | -8% | -1%
38 | CSCCC(NC(=O)COc1ccccc1)C(=O)NCc1cccs1 (stereo not drawn) | nt | 3% | 8% | 2% | 1% | 6% | -1%
39 | OC1(C#CCN2CCOCC2)CCCCC1 | -11 | -3% | -2% | ? | 1% | 10% | 3%
40 | Cc1cccc(NC(=O)C(=O)NCC(c2ccc3c(c2)OCO3)N2CCN(C)CC2)c1C (stereo not drawn) | -5 | nt | nt | 2% | nt | nt | -6%

Grouped by structure, the entries above with an aryl thioether with sulfur outside any ring
# | SMILES | HCMV inh | AmpC no deterg | AMA1-RON2 inh | AmpC detergent | LmPK inh | HCV inh | Tb PYK inh
2 | COC(=O)C(CSCc1ccccc1)NC(=O)CSc1nc(N)cc(=O)[nH]1 (stereo not drawn) | -9 | -23% | 2% | -9% | 0% | 4% | 3%
18 | Cc1nc(NC(=O)CSc2nnc3ccccn23)c(Cl)cc1Cl | -34 | -18% | -10% | -11% | -2% | 6% | -6%
30 | CC(=O)Nc1c(O)nc(SCC(=O)N2CCN(c3ccc(F)cc3)CC2)[nH]c1=O | -29 | nt | 41%[activator] | 3% | 4% | 14% | 6%
33 | CC(C)OC(=O)CSc1nc2cccnc2n1C1CCCCC1 | 34 | 29% | 0% | 1% | -3% | ? | -2%

Pulled one by one from the entries so far, three records:
# | SMILES | HCMV inh | AmpC no deterg | AMA1-RON2 inh | AmpC detergent | LmPK inh | HCV inh | Tb PYK inh
36 | CCCC1=C(C(=O)OCC)C(c2cccs2)C(C#N)=C(N)O1 (stereo not drawn) | 12 | -20% | -20% | -1% | 2% | 18% | 9%
23 | Cc1cc(C)c2c(C)c(C(=O)Nc3c(C)n(C)n(-c4ccccc4)c3=O)oc2c1 | 27 | -14% | 5% | -17% | 6% | 22% | 3%
35 | CCCOc1cccc(C(=O)NCCNC(=O)c2ccco2)c1 | -15 | -15% | -10% | -12% | 2% | 11% | 5%

Further results:
# | SMILES | HCMV inh | AmpC no deterg | AMA1-RON2 inh | AmpC detergent | LmPK inh | HCV inh | Tb PYK inh
41 | CCOc1ccc(-c2c(C)nn3c(-c4ccccc4)c(C(=O)NCCOC)cnc23)cc1OCC | -10 | nt | nt | 17% | nt | nt | -1%
42 | CCOC(=O)c1ccc(-n2c(-c3ccco3)nc3ccccc3c2=O)cc1 | -22 | -15% | -19% | 4% | 6% | 12% | 13%
43 | CN(Cc1ccccc1)C(=O)CN1C(=O)NC2(CCCc3sccc32)C1=O (stereo not drawn) | -3 | nt | 0% | nt | nt | nt | 5%
44 | Cc1ccc(-n2nc(C)c(NC(=O)CCl)c2C)cc1 | -101* | -4% | -5% | 5% | 5% | ? | -8%
45 | CCCCN1C=CC(=C2N=c3cccc([N+](=O)[O-])c3=N2)C=C1 | 74 | -15% | -8% | 4% | 6% | 0% | -3%
46 | CCOC(=O)c1sc(C)c2c1NC1(CCCCC1)NC2=O | 55 | -12% | 9% | 1% | -2% | ? | -6%
47 | Cc1ccccc1Cn1cccc(C(=O)Nc2cc(Cl)ccc2C#N)c1=O | 5 | nt | nt | -2% | nt | nt | -10%
48 | Cc1c(CC(=O)N[C@@H](CCCNC(N)=O)C(=O)O)c(=O)oc2cc3oc4c(c3cc12)CCCC4 | 18 | 12% | nt | 5% | -9% | nt | nt
49 | Cn1nc(C(C)(C)C)c([N+](=O)[O-])c1C(=O)Nc1ccccc1 | -24 | -2% | 6% | 3% | 2% | 13% | 17%
50 | O=S(=O)(c1ccc(Cl)cc1)c1nc(-c2ccccc2F)oc1NCCN1CCOCC1 | nt | 152%[activator] | -10% | 1% | -4% | -25% | 6%
51 | Cc1ccc2c(c1)sc1nc(=O)n(-c3ccc(Cl)c(Cl)c3)c(=O)n12 | 9&11 | -27% | 16% | 12%&-1% | 6% | 8% | -2%&-1%
52 | O=C(NCc1ccco1)c1cnccn1 | -2 | 6% | 11% | ? | 22% | 6% | 2%
53 | O=C(Nc1cccc(Cl)c1Cl)c1cc(S(=O)(=O)NCc2ccc3c(c2)OCO3)ccc1F | 0 | nt | nt | -2% | nt | nt | -1%
54 | O=C1CCCc2c1sc1nc3n(c(=O)c21)CCCCC3 | 92 | -2% | -16% | 3% | -8% | 7% | 4%
55 | Cc1ccc(-c2n[nH]c(=S)n2/N=C/c2ccc(C)s2)cc1 | 14 | -27% | 9% | -1% | -12% | 0% | ?
56 | COC(=O)c1ccc(N=C(c2ccccc2)c2c(O)n(C)c(=O)n(C)c2=O)cc1 | 22 | -26% | 0% | 2% | -1% | 3% | -11%

Compounds as they come. About 7.5% of those tested had a hit in this group.
